Source: PubChem BioAssay (Sanford-Burnham Center for Chemical Genomics)
MPTP block: permeability transition pore inhibition | inhibition, % at 10 µM | 360,000 tested, 1.4% active | AID 602449 | isolated mouse mitochondria, Ca2+ swelling absorbance, 30 min;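 active means inhibition of 50% or more, scaled per plate between neutral and stimulator controls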;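 further: 0% = DMSO wells given calcium and 100% = 1 mM EGTA wells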
* marks the source's active call; other numbers are inactive results.

SMILES	MPTP block
CN(C)c1nn2c(-c3ccccc3)nnc2o1	-2.2
CC(C)C1CCN(C(=O)C2CCC(=O)N(C3CCCCCC3)C2)CC1 (configuration not stated)	2.4
NC(CCc1ccccc1)c1csc(Nc2nccc(C(F)(F)F)n2)n1 (configuration not stated)	0.9
O=c1[nH][nH]c2c1C(c1ccc(Cl)c(Cl)c1)OC(CCc1ccccc1)C2 (configuration not stated)	4.3
CC(=O)Nc1ccc(NC(=O)CCCN2C(=O)C(c3ccccc3)Oc3cccnc32)cc1 (configuration not stated)	-0.7
CC1(C(=O)Nc2ccc3c(c2)OCCO3)CCC(=O)N1CCc1c[nH]c2ccccc12 (configuration not stated)	-0.6
COc1ccc(C2=Nc3ccccc3NC(=O)C2N(CCc2ccccc2)C(=O)c2cccs2)cc1 (configuration not stated)	-3.5
O=C(CSCC(=O)OCC(=O)N1CCN(C(=O)c2ccco2)CC1)Nc1ccc(Cl)cc1	-0.6
O=C1NC[C@@H](CCCCN2CCN(Cc3ccccc3)C(=O)C2=O)N(CC2CCCCC2)C1=O	0.0
c1ccc(-c2ccc3nncn3c2)cc1	-2.4
Cc1c(C(=O)N(C)Cc2ccc(F)cc2)sc(=O)n1Cc1ccc(Cl)c(Cl)c1	-0.7
NC(c1ccccc1)c1csc(Nc2ccc(C(F)(F)F)cn2)n1 (configuration not stated)	3.4
O=C1Nc2ccccc2-n2nnnc2C1N1CCc2ccccc2C1 (configuration not stated)	3.0
Cc1cc(Br)cn2c(Cc3ccsc3)c(-c3cccc(Br)c3)nc12	0.5
C[C@@H]1CN([C@@H](C)CO)C(=O)CCCn2nncc2CO[C@@H]1CN(C)S(=O)(=O)c1ccc2c(c1)OCCCO2	0.2
Cc1nc2ccc(C(=O)Nc3ccc4c(c3)OCC(=O)N4)cn2c1N(C)C(=O)CCc1ccccc1	-0.5
CCOC(=O)C1=C(C)OC(=CC=Cc2ccccc2)C1=O	-0.6
CC1=NN(c2ccccc2)C(=O)C1C(=S)SC1CC(=O)NC1=O (configuration not stated)	0.6
O=C(COC(=O)c1ccc(O)cc1)Nc1cc(S(=O)(=O)N2CCCCCC2)ccc1Cl	-0.1
CC(OC(=O)CCNS(=O)(=O)c1ccc(Cl)cc1)C(=O)N(C)Cc1ccccc1 (configuration not stated)	-1.0
COc1ccc(C(=O)N2CCCCC2c2cc(C(=O)Nc3ccc(F)c(Cl)c3)no2)cc1 (configuration not stated)	-1.1
O=C1NC[C@H](CCCCN2C[C@H](Cc3ccc(O)cc3)N(Cc3ccccc3)C(=O)C2=O)N(Cc2ccccc2)C1=O	1.0
O=C(Nc1nc(OCCN2CCCC2=O)cnc1/C=C\c1ccccc1)c1cc2ccccc2s1	-0.2
CCCCn1nnnc1C1(C)CCC(=O)N1CCOC (configuration not stated)	-0.3
O=C(Cn1c(=O)oc2cc(S(=O)(=O)N3CCCC3)ccc21)Nc1ccccn1	-0.9
Cc1cc(C(=O)N2CCCC(C)(C(=O)NS(=O)(=O)C3CC3)C2)n(C(C)(C)C)n1 (configuration not stated)	-0.9
COc1cccc(-c2ccc3nccn3c2)c1	-0.5
O=S1(=O)CC(N2CCN(CC3CC3)CC2)CN1Cc1ccc(F)cc1 (configuration not stated)	0.3
CC(C)C[C@H]1COc2cccc(N3CCC[C@H]3CO)c2S(=O)(=O)N1	0.7
CCCNC(=O)C1(C)CCCN(C(=O)c2oc3ccccc3c2C)C1 (configuration not stated)	1.0
O=C(COC(=O)c1cccc(Br)c1)NC1CCCCCCC1	-1.5
CC1(C(=O)Nc2cccc3ncccc23)CCN1C(=O)Cc1ccc(-c2ccccc2)cc1 (configuration not stated)	0.2
O=C(Nc1cc(S(=O)(=O)N2CCCC2)ccc1OCC(F)(F)F)c1ccncc1	-2.5
CC(C)=CCC[C@H](C)CC1Cc2[nH]c(=S)[nH]c(=O)c2C(c2ccc(Cl)cc2)O1 (some centres not stated)	-0.8
CC1(C(=O)NS(=O)(=O)c2ccc(Cl)s2)CCN1C(=O)c1ccc(C2CCCCC2)cc1 (configuration not stated)	2.3
CC(C)CC1C(=O)N(Cc2cn(CC3CCCCC3)nn2)CCS(=O)(=O)N1Cc1ccc(-c2ccncc2)cc1 (configuration not stated)	-0.2
COc1cc2c(=O)[nH]c3cc([N+](=O)[O-])ccc3c2cc1[N+](=O)[O-]	-1.4
Cc1ccc2nc(-c3ccc(C#N)cc3)c(Cc3cccc(Cl)c3)n2c1	-1.8
Cc1cccc(C)c1NC(=O)C(c1ccccc1)N(C)CCc1ccccc1 (configuration not stated)	0.3
Nc1nccc2c1ncn2C1OC(CO)C(O)C1O (configuration not stated)	-0.2
Cc1cc(C)cc(Cn2cc(CN3CC(N4CCCC4)CS3(=O)=O)nn2)c1 (configuration not stated)	-0.7
Cc1cccc(C(O)c2ncc(-c3ccc(F)cc3)[nH]2)c1C (configuration not stated)	0.0
COC(=O)C[C@@H]1C=C[C@@H](NC(=O)Nc2cccc(F)c2)[C@@H](CO)O1	1.2
Cc1ccc(S(=O)(=O)NN(Cc2ccccc2)Cc2ccccc2)cc1	-1.2
Cc1cccc(-c2cc(NCCc3cccnc3)n3nccc3n2)c1	-0.2
CN(C)c1ncnc2c1ncn2[C@H]1CN(Cc2ccc(Cl)cc2)C[C@@H](CO)O1	-1.1
COc1cc(OC)nc(Nc2nc(C(N)CCc3ccccc3)cs2)n1 (configuration not stated)	4.7
COCCNC(=O)C1(C)CCCN(Cc2csc3ccccc23)C1 (configuration not stated)	-0.4
Fc1cccc(Cc2c(-c3ccco3)nc3ccc(Cl)cn23)c1	-2.5
C[C@@H]1CN([C@@H](C)CO)C(=O)c2cc(-c3ccncc3)cnc2O[C@H]1CN(C)C(=O)c1cccc(F)c1	-1.1
O=C1c2ccccc2C(c2nnnn2C2CCCCC2)N1CCc1ccc(O)cc1 (configuration not stated)	-2.4
COc1cccc(C(=O)N2CCC[C@H]2C(=O)N2CCC[C@H]2C(=O)NCc2ccncc2)c1	-1.0
CCc1nc2ccc(C(=O)NCCc3ccccn3)cn2c1N(CC)Cc1cccc(Br)c1	0.0
Cc1ccc(-c2nn(-c3ccccc3)cc2C=C2SC(=S)N(CCS(=O)(=O)O)C2=O)cc1	1.9
CC(C)(C)c1ccc(C(=O)N2CCC2(C)C(=O)Nc2ccc3[nH]ncc3c2)cc1 (configuration not stated)	2.6
CNc1cncc(-c2c(OC)cccc2OC)n1	-0.5
COc1ccc(-c2coc3c(C(=O)Nc4cc(OC)c(OC)c(OC)c4)cccc23)c(C)c1	16.2
Nc1cc(C(=O)N2CCN(c3ccccc3Cl)CC2)ccc1N1CC2CC(C1)c1cccc(=O)n1C2 (configuration not stated)	1.0
CCCCC[C@@H]1CCCCC[C@@H](O)C[C@@H](O)[C@@H](O)/C=C/C(=O)O1	-1.0
COc1ccc(C(C)(NC(C)=O)c2nc(-c3ccc(S(C)(=O)=O)cc3)cs2)cc1 (configuration not stated)	-0.1
Going on with the list:
SMILES	MPTP block
CCCCN(C=O)c1c(CC)nc2c(OCc3ccc(C(F)(F)F)cc3)cccn12	-0.4
CC(C)(C)c1ccc(S(=O)(=O)NC(=O)C2(C)CCN2C(=O)C2(c3ccccc3)CC2)cc1 (configuration not stated)	-0.5
CCOC(=O)C1CCCN(C(=O)c2cccc(C(F)(F)F)c2)CC1 (configuration not stated)	-1.4
CCOC(=O)C1=C[C@@H](c2ccccc2)N(S(=O)(=O)c2ccc(C)cc2)[C@H]1c1cccc(Cl)c1	1.9
Cc1ccccc1NC(=O)C(C)Sc1nnc(CN2CCCC2)n1Cc1ccccc1 (configuration not stated)	2.5
CN1OC[C@@H]2CN(C(=O)CCc3ccccc3)[C@H](c3ccccc3Br)C[C@@H]21	0.9
COc1ccc(C(=O)c2[nH]c(N)c(C(=O)NCCc3c[nH]c4ccccc34)c2-c2ccc(Cl)c(F)c2)cc1	1.7
COc1ccc(C(C)(NC(C)=O)c2nc(-c3cc(F)cc(F)c3)cs2)cc1 (configuration not stated)	-0.5
C[C@H](O)C#Cc1ccc2c(c1)O[C@@H](CN(C)C(=O)c1ccncc1)[C@@H](C)CN([C@H](C)CO)S2(=O)=O	-0.2
CC(C(=O)NC1CCCC1)n1c(C2CC2)nc2ccccc21 (configuration not stated)	-1.4
CC(C)c1ccc(CC(=O)N2CCC2(C)C(=O)Nc2ccc3c(c2)OCO3)cc1 (configuration not stated)	0.3
CCc1nc2ccc(C(=O)NCCc3c[nH]c4ccccc34)cn2c1N(C=O)CCC(C)C	-1.1
O=S(=O)(NC1CCCC1)c1ccc(F)cc1F	-0.8
Cc1cnc(CNC(=O)c2ccc3sc([C@@H]4O[C@H](CO)[C@H](O)[C@H](O)[C@H]4O)nc3c2)cn1	-0.6
Cc1ccc(S(=O)(=O)NCCc2nnc3ccc(N4CCOCC4)nn23)cc1	0.2
Cc1ccnc(NS(=O)(=O)c2ccc(NC(=O)c3cccc(Cl)c3)cc2)n1	0.4
CC(C)[C@@H](CO)NC(=O)[C@H]1O[C@@H](n2cnc3c(N)ncnc32)[C@H](O)[C@@H]1O	0.0
O=C(CNC(=O)N1CC(=O)Nc2ccccc21)Nc1ccc(Br)cc1F	-1.3
O=C1[C@H]2[C@@H](c3ccc(C(F)(F)F)cc3)N[C@]3(CCCN(CC4CCCCC4)C3=O)[C@H]2C(=O)N1Cc1ccccc1	1.0
Cc1ccc(-c2cc3nc(C)cc(N4CCN(C(=O)c5ccoc5)CC4)n3n2)cc1	-0.4
Cc1ccc(S(=O)(=O)NC(=O)C2(C)CCN2C(=O)c2ccccc2)nc1 (configuration not stated)	0.2
COc1cccc(C(C)(O)c2nc(-c3ccc(S(C)(=O)=O)cc3)cs2)c1 (configuration not stated)	0.2
COc1ccc(NC(=O)COC(=O)Cc2cccs2)cc1Cl	-0.5
OCCNc1ncnc2c1ncn2[C@H]1CN(Cc2ccc(Cl)cc2)C[C@@H](CO)O1	-0.2
COCC#Cc1ccc2c(c1)O[C@@H](CN(C)C(=O)Nc1ccc(OC)cc1)[C@H](C)CN([C@H](C)CO)S2(=O)=O	-1.1
O=S(=O)(Nc1ccc(NS(=O)(=O)c2ccccc2)c2ccccc12)c1ccccc1	-0.7
CCc1ccc(C#CC2=CC(=O)CC(C)(C)C2)cc1	-0.3
COc1ccc(-c2ccc3nccn3c2)cc1	-1.4
COc1ccc(NC(=O)Nc2nc(C(N)Cc3ccc(C(F)(F)F)cc3)cs2)cc1 (configuration not stated)	5.2
O=C(COC(=O)c1cc(S(=O)(=O)N2CCOCC2)ccc1F)Nc1ccccc1C(F)(F)F	-0.1
CCCCCCCCNCCS(=O)(=O)NCCCCCCCC	4.0
O=C(NCCc1cccc(F)c1)C1CC(O)CN1C(=O)Nc1ccccc1 (configuration not stated)	-0.3
Cc1cccc(S(=O)(=O)NC(=O)C2(C)CCN2C(=O)Cc2ccc(-c3ccccc3)cc2)c1 (configuration not stated)	-0.3
O=C(Nc1cc(S(=O)(=O)N2CCOCC2)ccc1N1CCCC1)c1ccccc1F	-0.6
COc1ccc(-c2c(C(=O)c3ccccc3)[nH]c(N)c2C(N)=O)cc1OC	-0.1
O=S1(=O)N[C@@H](Cc2ccccc2)COc2cccc(N3CCC[C@H]3CO)c21	1.6
CCOC(=O)C1(Cc2ccccc2)CCCN(C(=O)COc2ccccc2OC)C1 (configuration not stated)	-1.6
Nc1nc2cc(Cl)ccc2cc1C(=O)NCCCc1ccccc1	27.5
O=C1NC[C@@H](CCCCN2C[C@H](Cc3ccc(O)cc3)N(CCc3ccc(O)cc3)C(=O)C2=O)N(CCc2ccccc2)C1=O	0.4
O=C(Nc1ccc(Cc2ccc(NC(=O)Nc3cccnc3)cc2)cc1)Nc1cccnc1	-1.3
CC(=O)Nc1cc(-c2cccc(NS(C)(=O)=O)c2)cn2c(-c3cccc(C(C)=O)c3)cnc12	0.3
Cn1cnc(S(=O)(=O)N2CCCCC2c2cc(C(=O)NCc3ccc(F)cc3)no2)c1 (configuration not stated)	0.5
N#CC(c1ccccc1)C(CC(=NO)c1ccccc1)c1ccccc1 (configuration not stated)	1.4
Cc1ccccc1S(=O)(=O)NC(=O)C1(C)CCN1C(=O)C1(c2ccc(Cl)cc2)CCC1 (configuration not stated)	1.2
CCOC(=O)C1=NN2C(O)C3(C)CC(C(=O)OCC)=NN3C(O)C2(C)C1 (configuration not stated)	0.1
COc1ccc(C2=Nc3ccccc3N(C(=O)c3ccc(C)cc3)C2C(=O)Nc2c(C)cccc2C)cc1 (configuration not stated)	2.4

Copied from the listing (13 entries):
SMILES	MPTP block
CCCCCCCCNCCS(=O)(=O)NCCCCCCCC	4.0
O=C(NCCc1cccc(F)c1)C1CC(O)CN1C(=O)Nc1ccccc1 (configuration not stated)	-0.3
Cc1cccc(S(=O)(=O)NC(=O)C2(C)CCN2C(=O)Cc2ccc(-c3ccccc3)cc2)c1 (configuration not stated)	-0.3
O=C(Nc1cc(S(=O)(=O)N2CCOCC2)ccc1N1CCCC1)c1ccccc1F	-0.6
COc1ccc(-c2c(C(=O)c3ccccc3)[nH]c(N)c2C(N)=O)cc1OC	-0.1
O=S1(=O)N[C@@H](Cc2ccccc2)COc2cccc(N3CCC[C@H]3CO)c21	1.6
CCOC(=O)C1(Cc2ccccc2)CCCN(C(=O)COc2ccccc2OC)C1 (configuration not stated)	-1.6
Nc1nc2cc(Cl)ccc2cc1C(=O)NCCCc1ccccc1	27.5
O=C1NC[C@@H](CCCCN2C[C@H](Cc3ccc(O)cc3)N(CCc3ccc(O)cc3)C(=O)C2=O)N(CCc2ccccc2)C1=O	0.4
O=C(Nc1ccc(Cc2ccc(NC(=O)Nc3cccnc3)cc2)cc1)Nc1cccnc1	-1.3
CC(=O)Nc1cc(-c2cccc(NS(C)(=O)=O)c2)cn2c(-c3cccc(C(C)=O)c3)cnc12	0.3
Cn1cnc(S(=O)(=O)N2CCCCC2c2cc(C(=O)NCc3ccc(F)cc3)no2)c1 (configuration not stated)	0.5
N#CC(c1ccccc1)C(CC(=NO)c1ccccc1)c1ccccc1 (configuration not stated)	1.4

An excerpt; count on the stated rates, not on these rows.
